# Screens: PubChem, several laboratories
# CHRM5 agonist – human M5 muscarinic receptor agonists, primary screen, CHO-K1 cells, Fluo-8 calcium fluorescence | Muscarinic acetylcholine receptor M5 (Homo sapiens), P08912 | CHO-K1 hM5 cells; 0% DMSO wells, 100% maximal acetylcholine response | activation, % at 3 µM | 360,000 tested, 0.19% active | AID 624037, 2012;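 active means activation above the run's mean over test compounds plus 3 SD, cut at about 23% in these data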;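 further: signal is peak over basal fluorescence ratio across the kinetic read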
# Target sequence (P08912 whole entry, looked up): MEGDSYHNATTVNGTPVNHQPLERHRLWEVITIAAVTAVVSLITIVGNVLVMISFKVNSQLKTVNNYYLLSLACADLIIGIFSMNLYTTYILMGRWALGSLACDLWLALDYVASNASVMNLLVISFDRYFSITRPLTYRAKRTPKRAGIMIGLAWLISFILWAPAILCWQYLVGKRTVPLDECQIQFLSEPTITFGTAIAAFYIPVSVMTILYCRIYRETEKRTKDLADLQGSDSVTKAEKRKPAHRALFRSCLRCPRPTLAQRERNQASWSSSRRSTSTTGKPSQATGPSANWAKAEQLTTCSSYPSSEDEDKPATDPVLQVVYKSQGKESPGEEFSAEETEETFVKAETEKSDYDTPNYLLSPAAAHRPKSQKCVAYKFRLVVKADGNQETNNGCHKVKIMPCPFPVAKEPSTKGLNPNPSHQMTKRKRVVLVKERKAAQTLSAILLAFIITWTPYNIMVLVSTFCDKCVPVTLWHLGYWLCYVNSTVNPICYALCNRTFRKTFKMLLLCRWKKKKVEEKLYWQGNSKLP
# CRFBP-R2 agonist – agonists of CRF-BP/CRF-R2 complex, primary screen, cell-based, HEK293, calcium dye fluorescence, uHTS | CRF-binding protein / CRF receptor 2 complex (human) | calcium dye fluorescence (FLIPR); percent of saturating CRF peptide response | activation, % at 13.2 µM | 350,000 tested, 0.46% active;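 active means activation of at least 50%, plus an integration ratio under a set limit after plate pattern correction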;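 further: plate controls were neutral control wells without compound for no effect and CRF at EC100 for full effect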
# IDE cell inh – human IDE inhibitors in live cells, primary screen, fluorescence polarization, HEK cells, FAbetaB substrate. FAbetaB cleavage. inhibition, % at 5.59 µM. 320,000 tested, 0.41% active. AID 434962, 2010;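 active means percent inhibition above the average of all tested compounds plus 3 SD, set per screening campaign, cut at about 16% in these data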;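 further: IDE supplied by intact live HEK cells; FP after avidin binding of uncleaved biotin substrate so inhibition keeps polarization high; 0% = DMSO wells and 100% = 60 µM reference IDE inhibitor Ii1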
# M5 antag – human M5 muscarinic receptor antagonists, primary screen, CHO cells, Fluo-8 calcium fluorescence. AID 624040, 2012. CHO-hM5 cells, ACh EC80. inhibition, % at 3 µM. 360,000 tested, 0.59% active;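 active means inhibition above a per-plate cutoff, the mean of that plate's test compounds plus 3 SD, cut at about 27% in these data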;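 further: 0% = acetylcholine EC80 with DMSO and 100% = DMSO without agonist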
# M4 ag – human M4 muscarinic receptor agonists, primary screen, CHO-K1 cells, Fluo-8 calcium fluorescence; CHO-K1 hM4/Gqi5; vehicle 0%, full acetylcholine response 100%; activation, % at 3 µM; 360,000 tested, 0.14% active;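 active means activation above the run mean over all test wells plus 3 SD, cut at about 32% in these data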;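 further: peak over basal fluorescence ratio per well then scaled between controls; 0% = DMSO wells and 100% = acetylcholine at EC100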
# Target sequence (P08173 whole entry, looked up): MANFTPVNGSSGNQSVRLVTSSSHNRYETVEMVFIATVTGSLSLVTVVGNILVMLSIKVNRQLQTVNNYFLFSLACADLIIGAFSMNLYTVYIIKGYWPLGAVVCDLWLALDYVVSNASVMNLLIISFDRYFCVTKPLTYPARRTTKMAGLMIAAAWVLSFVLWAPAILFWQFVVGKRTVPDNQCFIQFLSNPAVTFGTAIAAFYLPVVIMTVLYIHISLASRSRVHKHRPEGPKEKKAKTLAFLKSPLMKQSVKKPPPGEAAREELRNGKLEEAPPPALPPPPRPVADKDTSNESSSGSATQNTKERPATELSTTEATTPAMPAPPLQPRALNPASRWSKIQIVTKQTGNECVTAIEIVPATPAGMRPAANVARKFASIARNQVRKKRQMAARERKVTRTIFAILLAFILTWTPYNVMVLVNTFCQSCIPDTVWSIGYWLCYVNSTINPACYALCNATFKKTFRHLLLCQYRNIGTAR
# CHRM4 antagonist – human M4 muscarinic receptor antagonists, primary screen, CHO cells, Fluo-8 calcium fluorescence; Muscarinic acetylcholine receptor M4 (Homo sapiens), P08173; CHO-hM4 cells, ACh EC80; inhibition, % at 3 µM; 360,000 tested, 0.73% active;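 active means inhibition above its plate's cutoff, the mean inhibition of sample wells plus 3 SD, cut at about 27% in these data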;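 further: 0% = acetylcholine EC80 with DMSO and 100% = DMSO without agonist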
# CHRM4 PAM – human M4 muscarinic receptor positive allosteric modulators, primary screen, CHO-K1 cells, Fluo-8 calcium fluorescence; Muscarinic acetylcholine receptor M4 (Homo sapiens), P08173; CHO-K1 hM4/Gqi5, ACh EC20; 0% = ACh EC20, 100% = maximal ACh; activation, % at 3 µM; 360,000 tested, 0.4% active; AID 624126, 2012;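 active means activation above its plate's cutoff, the mean activation of sample wells plus 3 SD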; further: some results filed as inactive read as strong as hits
# M5 PAM – human M5 muscarinic receptor positive allosteric modulators, primary screen, CHO-K1 cells, Fluo-8 calcium fluorescence; Muscarinic acetylcholine receptor M5 (Homo sapiens), P08912; CHO-K1 hM5, ACh EC20 PAM; 0% = ACh EC20, 100% = ACh EC100; activation, % at 3 µM; 360,000 tested, 0.3% active;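 active means activation above the run cutoff, the mean activation of all test compounds plus 3 SD, cut at about 18% in these data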
#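 Assay system: CHO-K1 hM5 cells. Also added: acetylcholine at EC20 concentration, added after compound. Dosing: 3 µM, single dose. Times: compound preincubation 140 s before EC20 acetylcholine addition. Signal: Fluo-8 calcium fluorescence. Measure: % activation relative to EC20 and EC100 ACh responses. Repeats: singlicate, one well per test compound.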
# CRFR2-BP antag – antagonists of CRF-BP/CRF-R2 complex, primary screen, cell-based, HEK293, calcium dye fluorescence, uHTS | CRF-induced calcium fluorescence | inhibition, % at 11.8 µM | 350,000 tested, 0.59% active;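 active means inhibition of the ligand-induced calcium signal above about 50% at the single tested concentration, limit read from the data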
# * = called active by the depositor; / = no result given. Compounds were not picked by outcome, and some 2.9% of all compounds hit somewhere here.
SMILES,CHRM5 agonist,CRFBP-R2 agonist,IDE cell inh,M5 antag,M4 ag,CHRM4 antagonist,CHRM4 PAM,M5 PAM,CRFR2-BP antag
CN(C)S(=O)(=O)N1CCC(Oc2cccc(C(=O)NC3CCOC3)c2)CC1 (configuration not stated),-2,-0.3,2,-5,5,-10,5,-1,-7
CCN(CC)c1ccc(NC(=S)NC(=O)Cc2ccccc2)cc1,-3,-2.5,2,-2,-1,5,-4,-2,-20
COc1cccc(-c2ccc(SCC(=O)c3ccccc3)nn2)c1,-4,-0.3,0,9,14,-5,-13,-9,-10
COC(=O)C1SCC2C(=O)N(Cc3ccc(Cl)cc3)CC(=O)N21 (configuration not stated),-1,-0.8,-3,16,18,2,-9,-16,-7
Cc1ccc2nc(-c3ccc(NC(=O)COC(=O)c4ccco4)cc3)sc2c1,1,0.0,-4,2,1,7,8,4,1
Cc1cc(C)c(C(=O)COC(=O)CCNS(=O)(=O)c2c(Cl)cccc2Cl)cc1C,-3,5.8,3,-3,1,-17,12,-5,-20
Cc1ccc(S(=O)(=O)c2c(C)cc(C)nc2Oc2cccc(C)c2C)cc1,-10,2.3,-3,3,-2,11,0,-7,8
CN(C)C=NC(=O)c1cc(C(=O)c2ccccc2)c[nH]1,3,-1.5,-1,-5,1,-2,3,-1,16
COCCN(C(=O)COC(=O)c1ccc(-c2ccccc2)cc1)c1c(N)n(Cc2ccccc2)c(=O)[nH]c1=O,1,-1.4,/,6,1,7,3,-2,-13
Cc1ccc(N=Cc2c(O)n(-c3cc(Cl)ccc3N3CCOCC3)c(=O)c3ccccc23)cc1C,-2,-0.2,-1,2,0,-5,3,-2,1
CCc1nc(OCCN(C)C)c2oc3ccccc3c2n1,-4,0.4,1,-2,0,4,-10,-1,3
CC(OC(=O)c1ccc([N+](=O)[O-])cc1)C(=O)NCC1CCCCC1 (configuration not stated),2,-1.1,-1,16,1,-7,5,-10,5
CCOC(=O)C1=NOC2COC3(CCN(c4ncccn4)CC3)OCC12 (configuration not stated),0,-1.0,-3,-21,3,-8,9,0,13
CCOc1ccc(C(c2c(NC(=O)c3ccccc3)sc(C)c2C)N2CCN(C)CC2)cc1 (configuration not stated),-1,4.7,-5,-4,2,-6,8,1,-89
Cc1cc2cc(CNC(=O)Cc3ccc([N+](=O)[O-])cc3)ccc2[nH]1,1,-1.5,3,8,1,-4,-6,3,7
CC(Cl)C(=O)c1c(N)n(C)c(=O)n(C)c1=O (configuration not stated),2,-1.7,4,-8,0,11,13,6,1
Cc1ccc(NC(=O)c2ccccn2)cc1S(=O)(=O)N1CCOCC1,1,1.6,1,0,1,2,3,4,-2
CCC(=O)N1CCC2(CC1)Oc1ccc(F)cc1C(=O)C21CC(c2cccnc2)=NO1 (configuration not stated),0,0.2,5,2,3,-8,5,1,-5
Cc1cccc(COc2ccc(/C=N/NC(=O)c3nnn(-c4nonc4N)c3COc3ccc(F)cc3)cc2)c1,-1,1.5,1,5,0,2,1,3,7
CC1CCN(C(=O)c2ccc(NC(=O)CC3SC(N4CCCC4)=NC3=O)cc2)CC1 (configuration not stated),-3,1.5,1,0,-1,-2,1,5,2
Cc1ccc(S(=O)(=O)c2c(COC(=O)c3ccccc3Cl)c(-c3ccccc3)nn2C)cc1,2,7.5,-2,-4,0,7,11,2,-6
O=C(C1CCC(=O)N(C2CC2)C1)N(CCO)Cc1ccccc1 (configuration not stated),-3,0.4,6,4,1,-14,4,0,-14
O=C1c2ccccc2-c2cccc(C(=O)N3CCCCCC3)c21,2,-4.2,1,0,2,-5,5,6,-13
O=C(O)C1CC(=O)N(C2CCCCC2)C1c1ccccc1 (configuration not stated),-1,-0.8,3,2,0,0,1,-8,12
CC1CCCCN1S(=O)(=O)c1ccc(C(=O)N(CCCN(C)C)c2nc3ccc(Br)cc3s2)cc1 (configuration not stated),-6,23,1,10,17,16,-10,-10,-23
CCOC(=O)N1CCC(NC(=O)CS(=O)(=O)Cc2nc(-c3ccc(OC)cc3)oc2C)CC1,-2,-2.8,0,12,1,4,-2,-4,4
Cc1cc(Br)c(NC(=O)c2ccccc2[N+](=O)[O-])cc1C,-5,0.8,5,5,0,-3,-2,-4,9
CC(=O)c1ccc(OC(=O)CCNC(=O)c2ccccc2)cc1,2,-2.5,-4,0,2,-1,9,-10,2
Cn1c(CNC(=O)c2ccco2)nnc1SCCOc1ccccc1,1,-0.5,/,11,2,11,-6,2,2
COc1ccccc1Nc1nc(C)cc(C)n1,-1,0.3,-3,-6,-1,-8,7,-8,-7
CCCN(CCC)CC(O)CN(c1cc([N+](=O)[O-])ccc1OC)S(=O)(=O)c1ccccc1 (configuration not stated),-8,0.1,1,-2,1,-8,2,5,19
COc1ccc(OC)c(CCNC(=O)c2ccc3c(c2)N(Cc2ccccc2)CCS3)c1,-6,0.0,4,-2,2,-2,5,-4,21
Cc1ccc(S(=O)(=O)NC(=O)NCc2ccccc2)cc1,0,-0.2,3,7,1,0,-2,-5,-5
CC1CCN(Cc2nnnn2CCCC(=O)NCC(C)(C)N2CCOCC2)CC1,-4,-0.4,-4,18,-2,4,-4,-6,3
O=C(COn1nnc2ccc(Cl)cc21)NC1CCS(=O)(=O)C1 (configuration not stated),0,-0.6,/,4,1,-10,4,-2,-6
Cc1nn(CC(=O)Nc2ccc(N3CCOCC3)cc2)c(C)c1Br,-3,1.1,2,-1,0,5,2,9,2
Cc1nn(Cc2ccccc2Cl)c(C)c1NC(=O)CCCn1nc([N+](=O)[O-])c(Cl)c1C,-3,0.1,1,3,1,4,-10,-5,17
CC(/C=N/NC(=O)Cc1cccs1)=C\c1ccco1,0,1.2,3,6,0,4,-5,-5,8
COc1ccc(-c2noc(C3CCCN(S(=O)(=O)c4cccc(Cl)c4)C3)n2)cc1OC (configuration not stated),1,4.0,1,11,0,3,-1,-3,-9
COc1ccc(Br)cc1S(=O)(=O)N1CCCc2ccccc21,-6,1.8,5,7,-1,4,0,-7,-9

# Some of these compounds in order of heavy-atom count, descending:
SMILES,CHRM5 agonist,CRFBP-R2 agonist,IDE cell inh,M5 antag,M4 ag,CHRM4 antagonist,CHRM4 PAM,M5 PAM,CRFR2-BP antag
COCCN(C(=O)COC(=O)c1ccc(-c2ccccc2)cc1)c1c(N)n(Cc2ccccc2)c(=O)[nH]c1=O,1,-1.4,/,6,1,7,3,-2,-13
CCOc1ccc(C(c2c(NC(=O)c3ccccc3)sc(C)c2C)N2CCN(C)CC2)cc1 (configuration not stated),-1,4.7,-5,-4,2,-6,8,1,-89
CC1CCN(Cc2nnnn2CCCC(=O)NCC(C)(C)N2CCOCC2)CC1,-4,-0.4,-4,18,-2,4,-4,-6,3

# Next entries.
SMILES,CHRM5 agonist,CRFBP-R2 agonist,IDE cell inh,M5 antag,M4 ag,CHRM4 antagonist,CHRM4 PAM,M5 PAM,CRFR2-BP antag
CC1CC(C)CN(S(=O)(=O)c2ccc(C(=O)OCC(=O)Nc3ccccc3)cc2)C1 (configuration not stated),1,-0.4,/,3,1,3,2,1,12
Cn1nc(C(=O)NCc2ccco2)c2ccccc2c1=O,-1,1.3,7,3,2,-2,23*,-3,-3
OCCC1CN(Cc2cc3c(cc2Cl)OCO3)CCN1Cc1ccccc1 (configuration not stated),-7,-0.5,-2,-31,1,4,-10,15,16
Cn1cccc1C(=O)NC(=O)COC(=O)c1ccc(S(C)(=O)=O)c([N+](=O)[O-])c1,4,-1.6,5,25,12,7,-4,-11,6
O=C(Nc1ccc(Cl)cc1)C1CCCN(S(=O)(=O)c2cnc[nH]2)C1 (configuration not stated),-2,0.2,3,-6,2,-14,12,1,-13
CN1CCN(C(=O)c2ccc3c(c2)NC(=O)/C(=C/c2ccccc2)S3)CC1,-5,-1.1,3,-2,3,4,6,4,-5
O=C(c1ccccc1)N(C1=NCCCCS1)c1ccccc1,-1,-0.8,-1,-5,-1,-5,-6,0,38
COc1ccc(C(=O)NNC(=O)c2ccc(S(=O)(=O)N3CC(C)OC(C)C3)cc2)cc1 (configuration not stated),-1,-1.8,0,-5,2,-6,8,3,1
COc1nc(Nc2cccc(F)c2)nc(OC)n1,1,-0.6,2,3,0,-16,-2,0,-6
O=C(O)CNC(=O)C(c1ccccc1)c1ccccc1,-5,-2.3,-3,7,0,-1,4,-3,2
Cn1c(=O)n(CCO)c(=O)c2c1nc(Br)n2Cc1ccccc1,2,-0.5,/,-1,1,10,-3,2,11
CSc1ccccc1OCc1cc(C(=O)N2CCCC(C)C2)no1 (configuration not stated),-5,-1.9,4,-6,2,-7,1,-4,2
Cc1ccc(C2(c3noc(CN(C)Cc4cnn(C)c4)n3)CCCC2)cc1,-5,1.8,3,-2,2,-8,1,1,-6

# Gathered by group, the entries above containing four or more nitrogen atoms (14)
SMILES,CHRM5 agonist,CRFBP-R2 agonist,IDE cell inh,M5 antag,M4 ag,CHRM4 antagonist,CHRM4 PAM,M5 PAM,CRFR2-BP antag
COCCN(C(=O)COC(=O)c1ccc(-c2ccccc2)cc1)c1c(N)n(Cc2ccccc2)c(=O)[nH]c1=O,1,-1.4,/,6,1,7,3,-2,-13
CCOC(=O)C1=NOC2COC3(CCN(c4ncccn4)CC3)OCC12 (configuration not stated),0,-1.0,-3,-21,3,-8,9,0,13
Cc1cccc(COc2ccc(/C=N/NC(=O)c3nnn(-c4nonc4N)c3COc3ccc(F)cc3)cc2)c1,-1,1.5,1,5,0,2,1,3,7
CC1CCN(C(=O)c2ccc(NC(=O)CC3SC(N4CCCC4)=NC3=O)cc2)CC1 (configuration not stated),-3,1.5,1,0,-1,-2,1,5,2
CC1CCCCN1S(=O)(=O)c1ccc(C(=O)N(CCCN(C)C)c2nc3ccc(Br)cc3s2)cc1 (configuration not stated),-6,23,1,10,17,16,-10,-10,-23
Cn1c(CNC(=O)c2ccco2)nnc1SCCOc1ccccc1,1,-0.5,/,11,2,11,-6,2,2
CC1CCN(Cc2nnnn2CCCC(=O)NCC(C)(C)N2CCOCC2)CC1,-4,-0.4,-4,18,-2,4,-4,-6,3
O=C(COn1nnc2ccc(Cl)cc21)NC1CCS(=O)(=O)C1 (configuration not stated),0,-0.6,/,4,1,-10,4,-2,-6
Cc1nn(CC(=O)Nc2ccc(N3CCOCC3)cc2)c(C)c1Br,-3,1.1,2,-1,0,5,2,9,2
Cc1nn(Cc2ccccc2Cl)c(C)c1NC(=O)CCCn1nc([N+](=O)[O-])c(Cl)c1C,-3,0.1,1,3,1,4,-10,-5,17
O=C(Nc1ccc(Cl)cc1)C1CCCN(S(=O)(=O)c2cnc[nH]2)C1 (configuration not stated),-2,0.2,3,-6,2,-14,12,1,-13
COc1nc(Nc2cccc(F)c2)nc(OC)n1,1,-0.6,2,3,0,-16,-2,0,-6
Cn1c(=O)n(CCO)c(=O)c2c1nc(Br)n2Cc1ccccc1,2,-0.5,/,-1,1,10,-3,2,11
Cc1ccc(C2(c3noc(CN(C)Cc4cnn(C)c4)n3)CCCC2)cc1,-5,1.8,3,-2,2,-8,1,1,-6
